PAFAH2 inh = PAFAH2 enzyme inhibitors, primary screen, biochemical, fluorescence polarization, human; recombinant PAFAH2, FP-rhodamine activity probe; inhibition, % at 3.39 µM; 0.99% of 340,000 active;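 active = inhibition above the mean over all tested compounds plus 3 SD, cut at about 30% in these data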;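 note: inhibitors block probe labeling of enzyme so polarization drops; 0% = enzyme with DMSO and 100% = wells lacking PAFAH2 protein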
LYPLA2 inh = LYPLA2 inhibitors, primary screen, counter-screen for PME1 inhibitor project, biochemical, fluorescence polarization, FP-Rh probe ABPP | Acyl-protein thioesterase 2 (Homo sapiens), O95372 | recombinant LYPLA2 | inhibition, % at 5.9 µM | 0.38% of 320,000 active | AID 2177, 2009;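 active = inhibition above the screen-wide mean plus 3 SD, limit set per campaign, cut at about 26% in these data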;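 note: 0% = LYPLA2 with DMSO and 100% = wells lacking LYPLA2 enzyme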
PAFAH1B3 inh = PAFAH1B3 enzyme inhibitors, primary screen, biochemical, fluorescence polarization, human | inhibition, % at 3.39 µM | Platelet-activating factor acetylhydrolase IB subunit alpha1 (Homo sapiens), Q15102 | 0.28% of 340,000 active | AID 492972, 2010 | recombinant PAFAH1B3, FP-rhodamine probe;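 active = inhibition above the screen-wide average of all tested compounds plus 3 SD, cut at about 25% in these data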;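 note: 0% = enzyme with DMSO only and 100% = wells lacking PAFAH1B3 protein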
PREPL inh = PREPL enzyme inhibitors, primary screen, biochemical, fluorescence polarization; recombinant PREPL, fluorescence polarization activity-based probe; 0.68% of 320,000 active; inhibition, % at 5.96 µM; Prolyl endopeptidase-like (Homo sapiens), Q4J6C6; in the data active = inhibition above about 43%;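 note: 0% = enzyme with DMSO and 100% = wells lacking enzyme; many of its hits are not listed in these tables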
PAFAH1B2 FP inh = PAFAH1B2 enzyme inhibitors, primary screen, biochemical, fluorescence polarization, human; Platelet-activating factor acetylhydrolase IB subunit alpha2 (Homo sapiens), P68402; inhibition, % at 3.39 µM; 1.2% of 340,000 active; recombinant PAFAH1B2, FP-rhodamine activity probe;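 active = inhibition above the mean of all tested compounds plus 3 SD, cut at about 24% in these data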;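 note: 0% = enzyme with DMSO and 100% = wells lacking PAFAH1B2; many of its hits are not listed in these tables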
Target sequence (P68402 whole entry, looked up): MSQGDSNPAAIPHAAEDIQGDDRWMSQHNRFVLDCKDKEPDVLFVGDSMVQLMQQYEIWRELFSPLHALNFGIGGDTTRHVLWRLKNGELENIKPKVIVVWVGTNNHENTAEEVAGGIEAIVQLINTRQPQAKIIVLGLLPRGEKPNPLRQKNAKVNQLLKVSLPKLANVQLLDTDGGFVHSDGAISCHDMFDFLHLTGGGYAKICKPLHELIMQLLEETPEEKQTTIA
pPAFAH inh = pPAFAH enzyme inhibitors, primary screen, biochemical, fluorescence polarization, human; recombinant pPAFAH, FP-rhodamine probe fluorescence polarization; inhibition, % at 3.39 µM; 1.5% of 330,000 active; AID 463082, 2010;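 active = inhibition above the mean inhibition across the screen plus 3 SD, cut at about 25% in these data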;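 note: inhibitors block binding of the rhodamine activity-based probe so polarization drops; 0% = enzyme with DMSO and 100% = wells lacking pPAFAH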
Target sequence (Q13093 whole entry, looked up): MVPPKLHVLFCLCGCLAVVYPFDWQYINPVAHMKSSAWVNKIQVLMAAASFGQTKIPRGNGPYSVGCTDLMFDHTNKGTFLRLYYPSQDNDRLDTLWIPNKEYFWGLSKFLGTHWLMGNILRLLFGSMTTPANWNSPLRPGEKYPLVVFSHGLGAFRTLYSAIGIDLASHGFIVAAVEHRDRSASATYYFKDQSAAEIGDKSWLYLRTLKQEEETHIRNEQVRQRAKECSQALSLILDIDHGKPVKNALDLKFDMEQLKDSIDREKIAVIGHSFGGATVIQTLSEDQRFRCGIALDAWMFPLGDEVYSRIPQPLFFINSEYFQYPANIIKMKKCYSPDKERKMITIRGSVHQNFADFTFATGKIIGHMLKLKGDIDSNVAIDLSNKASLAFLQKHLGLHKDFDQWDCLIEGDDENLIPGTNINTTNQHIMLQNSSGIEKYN
ZTA DNA inh = ZTA (EBV) inhibition in EBNA-1 counter-screen; inhibition, % at 11 µM; AID 2234; P03206; ZTA-DNA binding, fluorescence polarization; 0.15% of 320,000 active; in the data active = inhibition above about 33%
EBNA-1 inhibitor = EBNA-1 DNA-binding inhibitors, primary screen, biochemical, fluorescence polarization. AID 1950, 2009. 0.34% of 300,000 active. inhibition, % at 14.8 µM; in the data active = inhibition above about 28%
LYPLA1 counter = LYPLA1 inhibitors, primary screen, counter-screen for PME1 inhibitor project, biochemical, fluorescence polarization, FP-Rh probe ABPP; 0.16% of 320,000 active; AID 2174, 2009; Acyl-protein thioesterase 1 (Homo sapiens), O75608; inhibition, % at 5.9 µM; recombinant LYPLA1;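 active = inhibition above the mean of all tested compounds plus 3 SD, set per campaign, cut at about 14% in these data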;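 note: inhibitors block serine hydrolase probe labeling of LYPLA1 so polarization falls; 0% = enzyme with DMSO and 100% = wells lacking LYPLA1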
Target sequence (O75608 whole entry, looked up): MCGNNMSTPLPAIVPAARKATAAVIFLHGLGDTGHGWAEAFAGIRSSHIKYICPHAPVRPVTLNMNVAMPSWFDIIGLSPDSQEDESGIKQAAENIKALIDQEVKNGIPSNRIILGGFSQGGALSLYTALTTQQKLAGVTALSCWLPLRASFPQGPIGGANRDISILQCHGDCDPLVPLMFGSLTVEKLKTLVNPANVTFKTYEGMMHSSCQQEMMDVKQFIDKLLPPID
Active calls of the source: *; nt = not tested or not shown. These rows are one share of the data; count on the stated rates, not on these rows.

SMILES | PAFAH2 inh | LYPLA2 inh | PAFAH1B3 inh | PREPL inh | PAFAH1B2 FP inh | pPAFAH inh | ZTA DNA inh | EBNA-1 inhibitor | LYPLA1 counter
CCc1cc2c(N=Nc3c(O)[nH]c4ccccc34)ncnc2s1 | -11 | -9 | -2 | 4 | 2 | -2 | -5 | 1 | 0
COc1cc(OC)cc(-c2nc3ccccc3c(=O)n2NC(=O)c2cccnc2Cl)c1 | 3 | -2 | -3 | 1 | 1 | 0 | -2 | 4 | -4
CCS(=O)(=O)CCSc1nc(C)cc(C)c1C#N | 1 | 3 | 10 | 0 | -1 | 0 | 4 | 12 | 6
CN(C(=O)CSCC(=O)Nc1ccc(Cl)cc1)C1CCCCC1 | -1 | nt | 3 | 7 | 3 | 4 | nt | nt | nt
CCOC(=O)c1cc2c(ccn2C)n1CC(=O)N1CCN(c2ccccc2)CC1 | -10 | 3 | -1 | 37 | -5 | 5 | -3 | 1 | 3
O=C1c2cccc([N+](=O)[O-])c2C(=O)N1CCO | 5 | -3 | -1 | 0 | 6 | -1 | -7 | 6 | -4
Cc1ccc(C)n1-c1ccc(C(=O)N2CCOCC2)cc1 | 5 | 3 | 5 | 5 | 2 | 4 | 6 | 1 | 1
Cc1[nH]c2ccccc2c1C(C#N)(C#N)C1C(=O)c2ccccc2C1=O | 31* | 10 | 8 | 23 | 9 | 13 | -13 | 3 | -1
O=C(CC(=O)N/N=C/c1ccc(C(=O)O)cc1)NCCc1ccccc1 | -3 | -1 | -6 | -9 | 4 | 2 | -7 | 0 | -4
O=C(CN1C(=O)COc2ccccc21)NCCC1=CCCCC1 | -7 | 5 | 2 | 8 | 10 | 4 | -15 | -2 | -1
O=c1[nH]c2c(Br)cnc([N+](=O)[O-])c2[nH]1 | -2 | 4 | 5 | 7 | 3 | 6 | 25 | 14 | 0
COc1ccc(NC(=O)CNC(=O)Cn2cnc3sc4c(c3c2=O)CCCC4)cc1OC | 12 | 3 | 7 | 12 | 0 | 3 | 5 | 4 | 1
CCC(C(=O)NC1CCCCC1)n1c(SCc2ccccc2F)nc2ccncc21 (centres undefined) | 0 | 4 | 0 | -3 | 3 | 3 | -6 | -5 | -2
N#CCC(=O)N/N=C/c1ccc(Cl)cc1 | 2 | 1 | 4 | -11 | 3 | 1 | -7 | 15 | -5
CCOC(=O)c1c(NC(=S)NCc2ccccc2)sc2c1CCN(C(=O)OCC)C2 | 7 | 3 | 9 | 14 | 1 | 4 | 5 | 4 | -2
Cc1cccc(C)c1NC(=O)CN(C)C(=O)C1CCCCC1 | -7 | 2 | -7 | -2 | -6 | 2 | -2 | nt | 0
CNS(=O)(=O)c1ccc(CCC(=O)N2CCN(c3ccccc3OC)CC2)cc1 | -4 | 5 | 9 | -1 | 1 | 5 | -20 | -16 | 0
O=C(O)CSc1c(-c2cccs2)[nH]c2ccccc12 | -8 | -2 | 1 | 6 | 2 | 4 | -21 | -10 | -3
COc1ccc(NC(=O)CSc2nncc3ccccc23)cc1 | 11 | 1 | 10 | 6 | 10 | 3 | 2 | 4 | -2
Cc1cccc(OCc2nnc(SCC(=O)O)n2-c2ccccc2)c1 | -1 | 3 | 2 | 5 | 2 | 2 | -10 | -6 | -3
Cc1csc(N(C(=O)c2cccc(S(=O)(=O)N3CCCC3)c2)c2ccccc2)n1 | -2 | -2 | 5 | 11 | 1 | 0 | 12 | 0 | -2
CCOC(=O)N1CCN(Cc2nc(CC3CC3)no2)CC1 | 2 | 2 | 12 | -4 | 3 | -1 | 4 | 15 | -4
CCCc1cc(=O)[nH]c(/N=C(/NC(=O)c2ccccc2)Nc2ccc3c(c2)OCCO3)n1 | nt | 4 | nt | 18 | nt | 5 | -7 | -1 | 0
CC1CCc2ccccc2N1C(N)=Nc1ccccc1 (centres undefined) | 3 | -1 | 18 | 9 | -2 | 0 | -6 | -8 | 3
CCc1ccc(S(=O)(=O)NC(=S)NC2CCCCC2)cc1 | 13 | -2 | 6 | 13 | 13 | -3 | -11 | 0 | -1
O=C(CSc1ccccc1)NCCc1ccccc1 | 4 | 13 | 2 | -9 | 13 | 15 | -30 | -12 | 4
CN(C)CCCN1C(=O)c2cccc3c(Br)ccc(c23)C1=O | 13 | 11 | 9 | 22 | 7 | 0 | 1 | 6 | 5
CCc1ccc2nc(NC(=O)C3CCN(c4ncnc5sc(C)c(C)c45)CC3)sc2c1 | -16 | -20 | -4 | 9 | -2 | 2 | -5 | nt | -14
CC(=O)CCC(=O)N1CCCC(CNC(=O)c2ccc(-c3ccccc3)cc2)C1 (centres undefined) | -7 | 2 | 3 | 43* | 8 | 5 | 14 | 5 | 0
CN(C[C@H](Cc1ccccc1)N(C[C@H](Cc1ccccc1)N(CCC(C)(C)C)N=O)N=O)N=O | 1 | -5 | -6 | 9 | 5 | 6 | -2 | 9 | -3
O=S(=O)(c1cccc(Cl)c1)N1CCSc2ccccc21 | -3 | 2 | 0 | -13 | -5 | 0 | -7 | nt | 0
COCC(=O)N/N=C(\C)CC(=O)NCc1ccco1 | 0 | -2 | 3 | -1 | 5 | 4 | 6 | 9 | 0
COc1ccc(-n2c(=O)c3c4c(sc3n(CC(N)=O)c2=O)CCCCC4)cc1 | 1 | -2 | 18 | -8 | 3 | -3 | 3 | 3 | -3
Cc1ccc(NC2=C(Cl)C(=O)OC2OC(=O)c2ccco2)c(C)c1 (centres undefined) | -4 | 0 | 0 | 25 | 0 | 2 | 4 | 3 | -2
Cc1cc2ncn(S(=O)(=O)N(C)C)c2cc1C | -4 | -6 | -1 | -10 | -2 | 0 | 3 | 1 | -4
CC(C)CNS(=O)(=O)c1ccc(CCC(=O)N2CCN(c3ccc(F)cc3)CC2)cc1 | 3 | 7 | 7 | 18 | 2 | 18 | 2 | 5 | 2
CCCN1C(=O)/C(=C/c2c(NCCCOC(C)C)nc3c(C)cccn3c2=O)SC1=S | -9 | -9 | 4 | -11 | -5 | -7 | -2 | -2 | -1
Cc1nn2c(c1-c1ccccc1)N=C(c1ccco1)CC2c1ccccc1 (centres undefined) | -1 | 0 | -4 | -9 | -2 | 6 | 4 | 1 | -2
O=C(Cn1c(=O)c2ccccc2n(CC(=O)N2CCCCC2)c1=O)N1CCCCC1 | 0 | 3 | 5 | 0 | 2 | 1 | -9 | -4 | -1
O=C1c2ccccc2C(Nc2cccnc2)N1Cc1ccccc1Cl (centres undefined) | -21 | 3 | 6 | -1 | -2 | -3 | -2 | -16 | 0
COc1ccc(N=C2SC(CC(=O)Nc3ccccc3)C(=O)N2CCc2ccccn2)cc1 (centres undefined) | -3 | 7 | -1 | 22 | 0 | 4 | 4 | -6 | -7
CCC(Cc1ccccc1)NC(=O)C1CCN(S(=O)(=O)c2c(C)noc2C)CC1 (centres undefined) | 0 | -3 | 0 | -2 | 2 | 0 | -1 | -8 | 0
CC1(C)CC(=O)c2cc(OCC(=O)NCCN3CCOCC3)ccc2O1 | 4 | 4 | 9 | 5 | -2 | 2 | -10 | -6 | 1
CCC(C(=O)NC1CCCCC1)n1c(SCc2cccc(C)c2)nc2ccncc21 (centres undefined) | 2 | -9 | -3 | -5 | 4 | 3 | -1 | -6 | -7
CC(NCc1ccccc1)c1ccccc1O (centres undefined) | -6 | -6 | 9 | 0 | -4 | 1 | 3 | 0 | -3
O=C1/C(=C/c2ccco2)SC(=S)N1C1CCS(=O)(=O)C1 (centres undefined) | 4 | -14 | 9 | 5 | -4 | 57* | 11 | -3 | -7
CCCS(=O)(=O)c1ccc(COC(=O)Cc2ccc([N+](=O)[O-])cc2)cc1 | 0 | 8 | 10 | 12 | 5 | 2 | 6 | 2 | 0
CCOC(=O)c1sc(NC(=S)NC(=O)c2ccco2)nc1C | 3 | -7 | 3 | 0 | 0 | -2 | 3 | -9 | -7
O=C(NCCN1CCN(c2ccccc2F)CC1)C1CCCN(S(=O)(=O)c2cnc[nH]2)C1 (centres undefined) | -3 | 3 | 4 | 5 | 3 | 3 | 1 | 4 | -3
COc1ccccc1N1CCN(CCNC(=O)Nc2cccc(C)c2C)CC1 | -4 | 11 | 3 | -29 | 7 | -1 | -1 | 5 | -1
O=C(COC(=O)CNC(=O)c1cccc([N+](=O)[O-])c1)Nc1cccc(S(=O)(=O)N2CCCCC2)c1 | 10 | 4 | 4 | 2 | 8 | 4 | 2 | 12 | -1
Cc1ccc(N(CC(O)Cn2c3ccccc3c3ccccc32)S(C)(=O)=O)cc1 (centres undefined) | 9 | 0 | 9 | 9 | 6 | 1 | -6 | 3 | 1
Cc1nc2sc(C(c3cccc(F)c3)N3CCC(C)CC3)c(O)n2n1 (centres undefined) | -5 | 4 | 1 | -10 | 2 | 0 | -12 | 4 | 0

Shown with two lines to a compound: part of the list above
Under each structure: PAFAH2 inh | LYPLA2 inh | PAFAH1B3 inh | PREPL inh | PAFAH1B2 FP inh | pPAFAH inh | ZTA DNA inh | EBNA-1 inhibitor | LYPLA1 counter
CC1(C)CC(=O)c2cc(OCC(=O)NCCN3CCOCC3)ccc2O1
  4 | 4 | 9 | 5 | -2 | 2 | -10 | -6 | 1
CCC(C(=O)NC1CCCCC1)n1c(SCc2cccc(C)c2)nc2ccncc21 (centres undefined)
  2 | -9 | -3 | -5 | 4 | 3 | -1 | -6 | -7
CC(NCc1ccccc1)c1ccccc1O (centres undefined)
  -6 | -6 | 9 | 0 | -4 | 1 | 3 | 0 | -3
O=C1/C(=C/c2ccco2)SC(=S)N1C1CCS(=O)(=O)C1 (centres undefined)
  4 | -14 | 9 | 5 | -4 | 57* | 11 | -3 | -7
CCCS(=O)(=O)c1ccc(COC(=O)Cc2ccc([N+](=O)[O-])cc2)cc1
  0 | 8 | 10 | 12 | 5 | 2 | 6 | 2 | 0
CCOC(=O)c1sc(NC(=S)NC(=O)c2ccco2)nc1C
  3 | -7 | 3 | 0 | 0 | -2 | 3 | -9 | -7
O=C(NCCN1CCN(c2ccccc2F)CC1)C1CCCN(S(=O)(=O)c2cnc[nH]2)C1 (centres undefined)
  -3 | 3 | 4 | 5 | 3 | 3 | 1 | 4 | -3
COc1ccccc1N1CCN(CCNC(=O)Nc2cccc(C)c2C)CC1
  -4 | 11 | 3 | -29 | 7 | -1 | -1 | 5 | -1
O=C(COC(=O)CNC(=O)c1cccc([N+](=O)[O-])c1)Nc1cccc(S(=O)(=O)N2CCCCC2)c1
  10 | 4 | 4 | 2 | 8 | 4 | 2 | 12 | -1
Cc1ccc(N(CC(O)Cn2c3ccccc3c3ccccc32)S(C)(=O)=O)cc1 (centres undefined)
  9 | 0 | 9 | 9 | 6 | 1 | -6 | 3 | 1
Cc1nc2sc(C(c3cccc(F)c3)N3CCC(C)CC3)c(O)n2n1 (centres undefined)
  -5 | 4 | 1 | -10 | 2 | 0 | -12 | 4 | 0

Screens as filed in PubChem BioAssay.
